G9a block: qHTS Assay for Inhibitors of Histone Lysine Methyltransferase G9a; Histone-lysine N-methyltransferase EHMT2 (Homo sapiens), Q96KQ7; G9a H3K9 monomethylation, AlphaScreen, 2 h; Potency, µM (titrated, usually from 102 µM), for the others: at the highest dose activity, negative = inhibition, actives largely listed as inhibitors; actives 8.8% (n = 350,000); further: potency means the concentration at half of the fitted maximal effect; on the % scale 0 is the no-effect control and ±100 the full control effect; nearly all actives have a fitted effect of over 75% in size
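Enzyme 20 nM + cpd, 15 min RT; add b-H3K9 pep 500 nM / SAM 20 uM; 2 h RT; anti-H3K9me1 Ab 0.5 ug/mL + SA donor / anti-rabbit acceptor beads 20 ug/mL each, 10 min; AlphaScreen read.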
HP1b chromo inh: HTS for Inhibitors of HP1-beta Chromodomain Interactions with Methylated Histone Tails | Potency, µM (titrated, usually from 114 µM), without a hit: at the top dose activity change, negative = inhibition, usual class: inhibitors | Chromobox protein homolog 1 (Homo sapiens), P83916 | actives 0.56% (n = 390,000) | AID 540317, 2011 | AlphaScreen HP1-beta / biotin-H3K9me3 peptide binding; further: potency means the concentration at half of the fitted maximal effect; nearly all actives have a fitted effect of over 70% in size; inactives centre near 23
Target sequence (P83916 whole entry, looked up): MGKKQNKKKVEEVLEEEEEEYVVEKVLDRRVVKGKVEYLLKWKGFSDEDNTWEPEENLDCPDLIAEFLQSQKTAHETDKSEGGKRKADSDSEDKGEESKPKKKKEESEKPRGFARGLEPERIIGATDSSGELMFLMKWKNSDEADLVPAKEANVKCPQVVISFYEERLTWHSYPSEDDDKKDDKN
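HP1-beta protein (50 nM final) preincubated 30 min at room temperature with biotinylated H3(1-18)K9me3 peptide (50 nM) in PBS pH 7.4, 0.01% Tween-20, then compound added for 30 min. AlphaScreen streptavidin donor/nickel chelate acceptor beads (10 ug/mL final), 30 min dark, luminescence read.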
ERG-DNA inh: qHTS for Small Molecule Inhibitors of the ERG Ets/DNA interaction; Transcriptional regulator ERG (Homo sapiens), P11308; fluorescence polarization, His-ERG Ets domain / labelled DNA; Potency, µM (doses to about 76.9 µM), inactives show at the top dose FP activity, negative = inhibition, most hits filed as inhibitors; actives 0.028% (n = 370,000); AID 624246, 2012; active means well fitted inhibition curve with a large enough effect in the polarisation, with a control signal flat; inconclusive means small, poorly fitted or top-dose-only effect, or effect the other way, or a change in a side signal; inactive means no such curve, though single readings can be large or run the other way; the % refers to the polarisation;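 further: polarization taken with two DNA probes labelled with fluorescein and Texas red; potency means the concentration at half of the fitted maximal effect; % of control where 0% means no effect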
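His-tagged ERG Ets domain (1 uM in the protein solution; 300mM KCl, 50mM Tris-HCl, 1mM EDTA, 1mM DTT, pH 7.5) received compound, then a probe mix of 5 nM fluorescein-DNA and 100nM Texas-615-DNA. Fluorescence polarization was read for both dyes.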
BAZ2B block: qHTS Assay for Inhibitors of BAZ2B. Bromodomain adjacent to zinc finger domain protein 2B (Homo sapiens), Q9UIF8. AlphaScreen BAZ2B-H3K14Ac peptide displacement. Potency, µM (doses to about 114 µM), without a hit: at the top dose activity change, negative = inhibition, usual class: inhibitors. actives 4.4% (n = 360,000); further: potency means the concentration at half of the fitted maximal effect; on the % scale 0 is the no-effect control and ±100 the full control effect; nearly all actives have a fitted effect of over 60% in size
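BAZ2B 50 nM plus b-H3(5-23)K14Ac 50 nM, PBS pH 7.4/0.01% Tween-20, 30 min RT; compound added (max 110 uM), 30 min RT; streptavidin donor/Ni-chelate acceptor beads 10 ug/mL final, 20 min dark; AlphaScreen read.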
PI4K2A block: qHTS for small molecular inhibitors of PI4K2A; Phosphatidylinositol 4-kinase type 2-alpha (Homo sapiens), Q9BTU6; purified PI4K2A, ADP-Glo luminescence, 1 h; stronger effect = lower value; activity change, negative = inhibition, % at 76.9 µM; actives 0.13% (n = 420,000); in the data active means activity change below about -50%; inconclusive means mostly about -30% to -49%;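 further: -100% = wells without enzyme as full effect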
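ADP-Glo luminescence measured ADP generated by PI4K2A enzyme (4 ug/mL before mixing) with 1.2 mM PI substrate (pre-mix) and 300 microM ATP (pre-mix). Tris pH7.5 buffer with MgCl2, Triton X-100; 1 h reaction at ambient temperature.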
GLS inhibitor: qHTS for Inhibitors of Glutaminase (GLS); Glutaminase kidney isoform, mitochondrial (Homo sapiens), O94925; GLS enzymatic activity, qHTS titration; Potency, µM (series often up to 45.5 µM), inactives show at the top dose activity change, negative = inhibition, most hits filed as inhibitors; actives 0.21% (n = 410,000); further: potency means the concentration at half of the fitted maximal effect; on the % scale 0 is the no-effect control and ±100 the full control effect
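Compounds were pin-transferred onto hKGA, after which L-glutamine (1 mM solution) and a detection mix of glutamate oxidase, HRP and Amplex Red were added. Initial and 30 min RT fluorescence reads were collected.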
RGS4 inh: Inhibitors of Regulator of G Protein Signaling (RGS) 4: qHTS. Transcreener GDP fluorescence polarization, RGS4-accelerated GTP hydrolysis. actives 0.039% (n = 390,000). Regulator of G-protein signaling 4 (Homo sapiens), P49798. Potency, µM (top dose mostly 114 µM), for the others: at the top dose activity change, negative = inhibition, hits mostly inhibitors. AID 504845, 2011; further: potency means the concentration at half of the fitted maximal effect; on the % scale 0 is the no-effect control and ±100 the full control effect; nearly all actives have a fitted effect of over 75% in size; some results filed as inactive show a strong effect at the top dose
Target sequence (P49798 whole entry, looked up): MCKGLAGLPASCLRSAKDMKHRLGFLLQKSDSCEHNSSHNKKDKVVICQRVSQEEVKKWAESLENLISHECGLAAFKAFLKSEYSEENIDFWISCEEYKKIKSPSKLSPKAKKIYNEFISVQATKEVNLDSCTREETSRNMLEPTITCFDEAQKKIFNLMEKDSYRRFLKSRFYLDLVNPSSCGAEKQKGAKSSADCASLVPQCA
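MLSMR compounds (23 nl, pin-transferred) preincubated 10 min at room temperature with a 500nM (2x) first reagent, then RGS4 at 900nM (2x) plus Transcreener GDP mix added; fluorescence polarization (620/688 nm) read before and after 90 min at 30 °C.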
ALOX12 inh: Primary qHTS assay for inhibitors of human arachidonate 12S-lipoxygenase (ALOX12): Round 2. Polyunsaturated fatty acid lipoxygenase ALOX12 (Homo sapiens), P18054. purified 12hLO, xylenol orange hydroperoxide absorbance. Potency, µM (highest dose often 108 µM), for the others: top-dose activity change, negative = inhibition, usual class: inhibitors. actives 1.1% (n = 580,000); further: potency means the concentration at half of the fitted maximal effect; on the % scale 0 is the no-effect control and ±100 the full control effect
Target sequence (P18054 whole entry, looked up): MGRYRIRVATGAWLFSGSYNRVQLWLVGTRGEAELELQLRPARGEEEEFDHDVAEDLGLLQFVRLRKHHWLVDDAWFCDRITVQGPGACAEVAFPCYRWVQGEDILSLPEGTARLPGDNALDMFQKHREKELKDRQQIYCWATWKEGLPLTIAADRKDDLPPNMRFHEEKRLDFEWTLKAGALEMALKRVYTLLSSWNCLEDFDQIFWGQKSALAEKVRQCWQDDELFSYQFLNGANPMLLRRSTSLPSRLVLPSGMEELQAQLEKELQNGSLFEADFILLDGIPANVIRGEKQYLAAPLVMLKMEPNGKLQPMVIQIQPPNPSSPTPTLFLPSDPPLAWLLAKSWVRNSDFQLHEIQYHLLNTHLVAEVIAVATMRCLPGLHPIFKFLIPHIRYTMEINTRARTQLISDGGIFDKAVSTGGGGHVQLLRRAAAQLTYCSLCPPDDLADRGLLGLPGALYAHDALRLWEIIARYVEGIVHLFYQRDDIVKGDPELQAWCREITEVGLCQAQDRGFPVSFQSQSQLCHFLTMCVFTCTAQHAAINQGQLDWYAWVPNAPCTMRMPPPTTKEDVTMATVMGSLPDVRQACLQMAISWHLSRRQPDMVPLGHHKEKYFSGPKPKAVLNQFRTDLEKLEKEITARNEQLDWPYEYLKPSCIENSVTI
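Purified human 12hLO (150 nM final) in 25 mM Hepes, 0.01% Triton X-100, pH 7.0 was preincubated 15 min at room temperature with compound. Then 40 uM arachidonic acid was added, 30 min. Hydroperoxide was read by Fe-XO absorbance ratio 573/405 nm.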
JMJD2A Tudor: qHTS Assay for Inhibitors of JMJD2A-Tudor Domain. Potency, µM (highest dose often 114 µM), inactives show at the highest dose activity change, negative = inhibition, actives largely listed as inhibitors. AID 504339, 2011. AlphaScreen JMJD2A-Tudor / H3K4me3 peptide binding. actives 4.4% (n = 390,000); further: potency means the concentration at half of the fitted maximal effect; on the % scale 0 is the no-effect control and ±100 the full control effect; nearly all actives have a fitted effect of over 50% in size
Numbers without * were called inactive; i = inactive; u = inconclusive; x = not tested or not shown; [ ] = another dose, or the depositor's remark. Unless noted, the call rests on the fitted dose curve; in most records, active means well fitted curve in the direction sought with a large enough effect; inconclusive means small, poorly fitted or top-dose-only effect, or another doubt; inactive means no such curve, though single readings can be large; an effect the other way counts as inactive or inconclusive. This is a subset; rates above refer to the full screens.

SMILES	G9a block	HP1b chromo inh	ERG-DNA inh	BAZ2B block	PI4K2A block	GLS inhibitor	RGS4 inh	ALOX12 inh	JMJD2A Tudor
COCCNC(=O)CSc1nc(-c2ccccc2)c(-c2ccccc2)o1	u	-5%	x	u	-3	3%	-4%	-9%	-31%
COC(=O)[C@]1(Cc2ccccc2)N[C@H](CN(C)S(=O)(=O)c2ccc(C(C)(C)C)cc2)[C@@H]2C(=O)N(Cc3ccccc3)C(=O)[C@@H]21	x	49%[activator]	7%	x	-2	3%	2%	-13%	-9%
CCOc1ccc(Nc2oc(-c3ccc(COc4ccc(OC)cc4)o3)nc2C#N)cc1	-25%[59 µM]	4%	-8%	u	0	-1%	8%	-23%	-33%
COc1cccc(-c2nc(CS(=O)(=O)CC(=O)NC3CCCCC3C)c(C)o2)c1 (stereo unspecified)	6%	43%[activator]	3%	-4%[57.1 µM]	2	5%	38%[11.4 µM]	-2%	1%
CC1(C)CC(=O)C(C(c2cc([N+](=O)[O-])ccc2Cl)C2C(=O)CC(C)(C)CC2=O)C(=O)C1	x	55%[activator]	-1%	x	8	-7%	-11%	150%[activator]	-3%
COc1cccc(NC(=O)CSc2ccc3nnc(-c4cccnc4)n3n2)c1	63%[activator]	44%[activator]	0%	-11%	0	3%	6%	i	-22%
O=C(/C=C/c1ccc(OC(F)F)cc1)OCC(=O)N1CCN(C(=O)c2ccco2)CC1	u	10%	-6%	u	-7	-3%	u	-20%	-26%
O=C(COC(=O)C1CCN(c2ccc(C(F)(F)F)cn2)CC1)NCc1cccc(Cl)c1	u	62%[activator]	1%	0%	0	-5%	-4%	-20%	-7%
CCOc1ccc(C(=O)NCC(=O)OCC(=O)Nc2ccccc2OCC)cc1	-5%[59 µM]	26%	-3%	6%	-1	4%	-16%	0%	0%
COc1cc(NC2c3ccccc3C(=O)N2c2cc(C)ccn2)cc(OC)c1OC (stereo unspecified)	u	22%	-2%	-11%	3	-5%	13%	-13%	-15%
NC(=O)c1nsc(C(=O)N(c2ccccc2)C(C(=O)NCc2ccc(F)cc2)c2ccco2)c1N (stereo unspecified)	14%	19%	-12%	-2%	1	5%	8%	3%	-2%
c1ccc(Sc2ccccn2)cc1	x	6%	-3%	x	1	26%	3%	u	-7%
O=c1c2sc(-c3ccccc3)cc2nc2n1CCCCC2	x	33%	0%	2%	-5	-4%	-1%	-5%	1%
CCN1C(=O)N/C(=C/c2cc(C)n(Cc3ccccc3)c2C)C1=O	19%[59 µM]	1%	1%	-31%	0	3%	5%	1%	-33%
CCOC(=O)Cc1nnc(NC(=O)COc2ccc(C)cc2)s1	u	22%	1%	u	-1	2%	1%	0%	-19%
C[C@H](NC(=O)c1nc[nH]c1C(=O)NCC(=O)OCc1ccccc1)c1ccccc1	17%	24%	17%	7%	-7	1%	14%	8%	-32%
Cc1ccc(CNC(=O)C2CCN(c3nn4cc(-c5ccc(F)cc5)nc4s3)CC2)cc1	1%[59 µM]	-11%	2%	2%	-4	-5%	-8%	-3%	-15%
CCCOc1ccc(C(=O)CCC(=O)OCC(=O)N2CC(=O)Nc3ccccc32)cc1	-4%[59 µM]	14%	2%	-1%	-1	1%	-5%	9%	-22%
Nc1cc(S(=O)(=O)N2CCCCC2)ccc1N1CCCCC1	1%[12.7 µM]	-6%	2%	u	-1	29%	-27%	20%	-30%
O=C(O)COc1ccc(/C=N/NC(=O)Cc2ccc(Cl)cc2)cc1	-9%	27%	1%	-37%	0	9%	-2%	-15%	-14%
COc1cc(C=O)ccc1OC(=O)c1ccncc1	-20%[12.7 µM]	76%[activator]	-10%	-3%	6	4%	-9%	-15%	8%
COCCN(C(=O)c1ccccc1OC1CCN(S(C)(=O)=O)CC1)C(C)C	-24%	26%	-5%	-15%	2	3%	-19%	2%	-18%
CC(C)(C)c1ccc(-c2noc(CCC(N)=O)n2)cc1	-26%	12%	-5%	16%	5	4%	-17%	-5%	-18%
O=c1[nH]c2cccnc2n1-c1cccc([N+](=O)[O-])c1	18%	9%	3%	-3%	0	1%	8%	11%	-22%
COc1ccc(CCC(=O)N2CCN(S(=O)(=O)c3cccs3)CC2)cc1	45µM*	14%	-3%	2%	-5	-1%	-2%	-27%	-17%
Later entries.
SMILES	G9a block	HP1b chromo inh	ERG-DNA inh	BAZ2B block	PI4K2A block	GLS inhibitor	RGS4 inh	ALOX12 inh	JMJD2A Tudor
Cc1c(CCOC(=O)c2ccc(Cl)cc2Cl)sc[n+]1CC(=O)c1ccc(Br)cc1	x	15%	-6%	x	1	5%	-23%	u	-31%
COc1ccc(-n2c(N3CCN(C)CC3)nc3sc4c(c3c2=O)CCCCC4)cc1	-38%	-20%	-2%	-38%	5	8%	7%	-5%	-5%[57.1 µM]
CN(C)S(=O)(=O)c1ccc(NC(=O)COc2ncnc3c2cnn3-c2ccccc2)cc1	u	10%	5%	6%	0	6%	13%	u	-24%
CCCCOC(=O)c1ccc(Nc2ncnc3c2cnn3-c2cccc(C)c2)cc1	2%[59 µM]	7%	-10%	-2%	-1	5%	13%	-18%	-11%
O=C(Cn1cnc2c(nnn2Cc2ccc(Cl)cc2)c1=O)c1ccccc1	2%	36%	0%	7%	-5	0%	-14%	-14%	-11%
CCOC(=O)c1c(NC(=O)c2c(-c3ccccc3)noc2C)sc(C)c1-c1ccccc1	19%	37%	4%	1%	6	-4%	-35%	17%	-16%
Cc1ccc(C(=O)NCC(=O)Nc2ccc(S(=O)(=O)Nc3cc(C)nc(C)n3)cc2)cc1	x	22%	-6%	x	-2	0%	-1%	-3%	-8%
O=S(=O)(N/N=C/c1ccc(N2CCOCC2)cc1)c1ccccc1	45µM*	4%	5%	5%	3	u	8%	0%	-21%
Cc1ccc[n+](CC(=O)c2ccc(Cl)cc2)c1	-33%	54%[activator]	-8%	-16%	-4	-6%	-23%	38%[activator]	-1%
S=c1[nH]nc(Cc2ccccc2)n1-c1cccc2ccccc12	10µM*	6%	-4%	-32%	3	13µM*	-34%	u	25µM*
COc1ccc(/C=C/C(=O)NC(=S)NCC2CCCO2)cc1 (stereo unspecified)	u	27%	0%	-9%	0	0%	-1%	-30%	5%
Cc1ccc(C(=O)NC(Cc2c[nH]c3ccccc23)C(=O)O)o1 (stereo unspecified)	u	30%	-2%	6%	1	-2%	-20%	0%	u
COc1ccc(NC(=O)c2sc3nc(C)nc(N4CCOCC4)c3c2C)c(OC)c1	-15%	3%	4%	4%	4	0%	24%	14%	-5%
Cc1cccc(N2CCN(C(=O)CCS(=O)(=O)c3ccc4c(c3)NC(=O)CO4)CC2)c1C	-9%	-7%	20%	-25%	4	14%	-32%[56.9 µM]	4%	u
CCOC(=O)c1c(NC(=O)c2cc(-c3ccccc3OC)on2)sc(C)c1C	2.8µM*	u	-7%	-3%	-2	3%	u	0%	-18%
CCC(Oc1ccc(C)cc1)C(=O)Nc1ccc2c(c1)n(C)c(=O)n2C (stereo unspecified)	20%[59 µM]	12%	6%	-33%	-2	-3%	1%	-28%	-7%
CC(C)CC(C(=O)O)N1C(=O)C2C3C=CC(C2C1=O)C1C(=O)N(C(CC(C)C)C(=O)O)C(=O)C31 (stereo unspecified)	x	22%	8%	-20%	6	-1%	-15%	2%	-52%
C=C(C)CN(CC)C(=O)CCc1nnc(CCc2c[nH]c3ccccc23)o1	-3%	40%[activator]	0%[15.4 µM]	-3%	-3	-4%	-26%	7%	-1%
CC(=O)Nc1nnc(SCC(=O)NC2CC2)s1	-11%	20%	-15%	-15%	-1	19%	-16%	-22%	-4%
Cc1cccc(Cn2c(=O)c3c(nc4n3CCCN4Cc3ccccc3)n(C)c2=O)c1	u	-26%	-1%	u	6	-11%	-26%	21%	u

Results in BAZ2B block, ERG-DNA inh and JMJD2A Tudor, for some of the entries so far:
Compound | BAZ2B block | ERG-DNA inh | JMJD2A Tudor
CCCOc1ccc(C(=O)CCC(=O)OCC(=O)N2CC(=O)Nc3ccccc32)cc1 | -1% | 2% | -22%
COc1cccc(-c2nc(CS(=O)(=O)CC(=O)NC3CCCCC3C)c(C)o2)c1 (stereo unspecified) | -4%[57.1 µM] | 3% | 1%
CC(=O)Nc1nnc(SCC(=O)NC2CC2)s1 | -15% | -15% | -4%

Source: PubChem BioAssay (National Center for Advancing Translational Sciences (NCATS))
